NCI-60 one-dose screen, 48 h, at 10 µM unless noted. Numbers give growth in % (100 = growth as untreated, 0 = no growth, -100 = all killed).
IGROV1: IGROV1 ovarian cancer; 79,000 compounds, 4.7% hits; AID 1794786
NCI/ADR-RES: NCI/ADR-RES ovarian cells. 81,000 compounds, 4.4% hits
NCI-H322M: NCI-H322M lung cancer; 80,000 compounds, 2.7% hits
COLO 205: COLO 205 colon cancer. 79,000 compounds, 7.3% hits
NCI-H460: NCI-H460 lung cancer | 82,000 compounds, 6.8% hits
NCI-H226: NCI-H226 lung cancer; 79,000 compounds, 3.5% hits; AID 1794732
NCI-H23: NCI-H23 lung cancer; AID 1794731; 80,000 compounds, 4% hits
KM12: KM12 colon cancer cells; 82,000 compounds, 5% hits; AID 1794800
NCI-H522: NCI-H522 lung cancer; 78,000 compounds, 8% hits
An asterisk follows results filed as active; . = not tested or not shown; & = joins results of further samples; ! = a repeat was not active; [ ] = another dose, or the depositor's remark. The calls were made as follows: active = growth percent below 10; inactive = the rest.

Results follow in this order: IGROV1, NCI/ADR-RES, NCI-H322M, COLO 205, NCI-H460, NCI-H226, NCI-H23, KM12, NCI-H522
N/C(=N\N=C\c1ccccc1)c1c(N)nc(=S)[nH]c1-c1ccc(Cl)cc1Cl
 : 101, 105, 99, 115, 108, 92, 99, 103, 109
CC(C)N(C(=O)c1ccc(Cl)cc1)C(C)C
 : 103, 104, 99, 111, 105, 97, 102, 106, 80
COc1ccccc1/C=C/C=N/N1C(=S)NC2C1N(C)C(=O)N2c1ccccc1 (stereo not drawn)
 : 103, 99, 101, 104, 106, 99, 97, 100, 94
CC1(C)N=C(N)N=C(N)N1c1ccc(N(CCO)CCO)cc1
 : 116, 106, 120, 107, 112, 99, 101, 115, 99
O=C1OC(=O)C2C3CC(c4ccccc43)C12 (stereo not drawn)
 : 109, 112, 107, 98, 113, 110, 101, 105, 105
CCOC(CNCc1ccncc1)OCC
 : 100, 100, 78, 126, 104, 93, 97, 109, 90
Nc1ccccc1-c1ccc(-c2ccc(Cl)c(Cl)c2Cl)c2c1[nH]c1ccccc12
 : 72, 90, 82, 86, 96, 83, 76, 71, 85
CC1=C(SCCC(=O)OC(C[Se]C2=C(C)C(=O)c3ccccc3C2=O)C(=O)NCCCCCC(=O)OCc2ccccc2)C(=O)c2ccccc2C1=O (stereo not drawn)
 : 25, 21, 8.1*, 40, 11, 93, 15, 20, 21
C=CCCCCCCCCC1(C)NC(=O)NC1=O (stereo not drawn)
 : 98, 96, 107, 104, 110, 80, 97, ., 95
O=S(=O)(NCCNc1nccc(-c2c(-c3cccc(F)c3)nc3sccn23)n1)c1ccc(Cl)cc1
 : 16, 68, 65, 40, 30, 49, 75, 48, 68
COc1cc(/C=C/C(=O)c2ccc(Nc3ncnc4ccccc34)cc2)cc(OC)c1OC
 : 81, 84, 87, 116, 85, 91, 71, 65, 96
COc1ccc(/C=C2\N=C(Nc3ccccc3)N(/N=C/N(C)C)C2=O)cc1
 : 87, 99, 110, 111, 98, 74, 90, 101, 88
COc1cccc(-c2nc3sc(-c4c[nH]c5ccccc45)nn3c2C=O)c1
 : 103, 96, 97, 99, 100, 99, 93, 102, 91
Cc1occc1-c1n[nH]c(=S)n1N1C(=O)CSC1=S
 : 102, 101, 99, 111, 104, 99, 102, 99, 89
O=c1c2c3c(sc2n2c(SCc4nnc(Nc5ccccc5)s4)nnc2n1Cc1ccccc1)CCCC3
 : ., 95, 101, 89, 110, 97, 89, 105, 86
Cn1c(=O)c2nc(NCC3CCCCC3)sc2n(C)c1=O
 : 120, 97, 117, 111, 105, 117, 99, 110, .
COc1cc(/C=C/C(=O)c2ccc(Nc3nc(Nc4ccc(F)cc4)nc(Nc4ccc(Cl)cc4)n3)cc2)cc(OC)c1OC
 : 55, 39, 100, 78, 55, 61, 26, 56, 62
O=C/C(=C/c1ccccc1)c1ccccc1
 : 115&113, 100&98, 106&108, 112&104, 111&115, 126, 98&95, 102&105, 93&92
COc1ccc(-c2nnc(Nc3ccc(C)cc3C)o2)cc1
 : 87, 45, 88, 75, 72, 76, 75, 53, 41
COc1ccc(C2=Nc3ccccc3SC(c3ccc(OC)cc3)C2)cc1 (stereo not drawn)
 : 87, 94, 96, 93, 101, 94, 93, 98, 79

Three successive records out of the list so far, quoted:
Results follow in this order: IGROV1, NCI/ADR-RES, NCI-H322M, COLO 205, NCI-H460, NCI-H226, NCI-H23, KM12, NCI-H522
O=C/C(=C/c1ccccc1)c1ccccc1
 : 115&113, 100&98, 106&108, 112&104, 111&115, 126, 98&95, 102&105, 93&92
COc1ccc(-c2nnc(Nc3ccc(C)cc3C)o2)cc1
 : 87, 45, 88, 75, 72, 76, 75, 53, 41
COc1ccc(C2=Nc3ccccc3SC(c3ccc(OC)cc3)C2)cc1 (stereo not drawn)
 : 87, 94, 96, 93, 101, 94, 93, 98, 79

New compounds follow
Results follow in this order: IGROV1, NCI/ADR-RES, NCI-H322M, COLO 205, NCI-H460, NCI-H226, NCI-H23, KM12, NCI-H522
O=C(Nc1sc2c(c1C(=O)O)CCCC2)c1ccc([N+](=O)[O-])cc1
 : 100, 100, 93, 112, 103, 102, 94, 104, 93
COc1cc(C(=O)/C=C/c2sc(Cl)nc2Cl)cc(OC)c1OC
 : 25, 76, 85, -20*, 84, 80, 34, 28, 34
Cc1ccc(Cc2cnc(NC(=O)c3ccc(/C=C4\SC(=S)N(C)C4=O)cc3)s2)cc1
 : 33, -28*, 36, 24, 40, 52, 41, 11, -23*
Cn1cc(-c2csc(-c3c[nH]c4ccc(Cl)cc34)n2)c2cccnc21
 : 80, 95, 88, 91, 96, 91, 89, 87, 71
Cc1ccc[n+](CCc2ccccc2)c1
 : 110, 105, 111, 108, 106, 99, 100, 114, 95
COc1ccc(C2C=C(C)N=C3SC=CN32)cc1OC (stereo not drawn)
 : 111, 110, 110, 113, 104, 100, 116, 109, 95
CC(=O)C(=Cc1cccc([N+](=O)[O-])c1)C(C)=O
 : 106, 100, 97, 114, 108, 105, 101, 96, 80
COC(=O)CCc1c[nH]c2ccc([N+](=O)[O-])cc12
 : 100, 106, 104, 110, 107, 101, 98, 122, 90
CCN(CC)CCNc1ccc(N=Nc2cnc3ccccc3c2)c2ccccc12
 : -93*, -40*, 11, -82*, -79*, -74*, -93*, -87*, -87*
Cc1cn(-c2cc(C(=O)Nc3cccc(C#Cc4cccc5[nH]nc(N)c45)c3)cc(C(F)(F)F)c2)cn1
 : 25, 99, 68, 14, 41, 33, 44, 65, 52
O=C(CSc1nnc(-c2c[nH]c3ccccc23)n1-c1ccccc1)c1ccccc1
 : 55, 15, 81, 93, 62, 4.5*, 45, 69, 72
CN1CCN(CCCNc2nccc(-c3c(-c4ccc(F)c(O)c4)nc4sccn34)n2)S1(=O)=O
 : 99, 99, 115, 30, 101, 105, 94, 94, 74
CCN(CC)CCOC(=O)Nc1cccc(Cl)c1
 : 108, 111, 105, 112, 108, 105, 105, 109, 98
CC(=O)Nc1ccc(/C=N/NC(=O)C(=O)N/N=C/c2ccc(NC(C)=O)cc2)cc1
 : 95, 104, 91, 106, 102, 105, 103, 102, 110
C=C(C)[C@@H]1CC=C2c3sc(-c4cccc(O)c4)nc3C[C@@H](C)[C@]2(C)C1
 : 110, 108, 109, 117, 101, 106, 94, 97, 89
O=I(=O)c1ccccc1
 : 111, 110, 112, 114, 110, 102, 107, 117, 76
N#CCCSC(=N)N
 : 109, 109, 97, 118, 107, 102, 104, 102, .
COc1cc(NCCCCCCCNC(C)C)c2nccc(C)c2c1
 : 86&82, 85&88, 69&87, -6.0*!, 57&86, 76&91, 77&81, 73&93, 92&89
CCCCCC(C)OC(=O)c1ccccc1 (stereo not drawn)
 : 102, 101, 106, 116, 108, 111, 100, 100, 93
O=C1CC2CC1CCC2=O (stereo not drawn)
 : 121, 103, 109, 118, 107, 90, 101, 108, 114
Cc1cc(-c2ccc3nc(N)sc3c2)nc2ccc3[nH]ncc3c12
 : 34, 14, 67, 13, 14, 53, 39, 35, 7.0*
CCC1NC(=O)c2cc(S(N)(=O)=O)c(Cl)cc2N1 (stereo not drawn)
 : 120, 108, ., 109, 114, 102, 108, 113, .
Cc1c(C(N)=O)cc([N+](=O)[O-])cc1[N+](=O)[O-]
 : 103, 99, 98, 106, 110, 95, 101, 102, 101
C=C(C)[C@@H]1CC[C@]2(COC3CCCCO3)CC[C@]3(C)[C@H](CC[C@@H]4[C@@]5(C)CC[C@H](OC(=O)c6cccc(OC(C)=O)c6OC(C)=O)C(C)(C)[C@@H]5CC[C@]43C)[C@@H]12 (stereo partly drawn)
 : 108, 97, 96, 106, 106, ., 96, 97, 75
COc1ccc2c(c1OC)C(=O)O[C@@H]2[C@H]1c2c(c(C=O)c3c(c2OC)OCO3)CCN1C
 : 94, 97, 96, 111, 101, 97, 99, 102, 84
O=C(Nc1ccc(Br)cc1)c1ccccc1Cl
 : 105, 106, 105, 109, 99, 92, 88, 103, 92
Cc1ccc(/C=N/NC(=O)CSc2nc3ccccc3c(=O)n2CCc2ccc(S(N)(=O)=O)cc2)cc1
 : 99, 106, 100, 114, 100, 90, 97, 92, 88
CCN1CCN(C(=O)CC[C@@H](C)[C@H]2CC[C@H]3[C@@H]4CC[C@@H]5C(C)(C)NCCC[C@]5(C)[C@H]4CC[C@]23C)CC1
 : 106, 95, 112, 113, 101, 92, 85, 99, 95
CC1(C)CC(=O)C2=C(C1)N(c1ccc(F)cc1F)C(N)=C(C#N)C2c1ccc(F)cc1 (stereo not drawn)
 : 101, 102, 103, 107, 114, 97, 99, 108, 98
CCCCCCCCCCCCCCCCCC(=O)NCc1cc(OC)c(OC)c(OC)c1
 : 107, 98, 102, 120, 116, 90, 96, 97, 81

The list goes on.
SMILES	IGROV1	NCI/ADR-RES	NCI-H322M	COLO 205	NCI-H460	NCI-H226	NCI-H23	KM12	NCI-H522
CS(=O)(=O)Nc1cccc(NS(C)(=O)=O)c1	104	102	102	106	106	90	100	105	85
O=C(Nc1ccc2c(c1)C(=O)c1ccccc1C2=O)C(=O)Nc1ccc2c(c1)C(=O)c1ccccc1C2=O	89	103	91	127	109	103	100	100	93
COc1ccc(Cn2cc3c(c2-c2ccc(O)cc2)CCc2cnoc2-3)cc1	20	-1.6*	19	-18*	1.4*	24	21	12	36
C=CC[n+]1c(C)ccc2ccccc21	90	97	.	99	106	98	88	96	77
N#Cc1ccc(Oc2ccc3ccc(=O)oc3c2)cc1	121	107	111	102	103	102	101	96	105
Cc1ccccc1CNc1c2ccccc2nc2ccccc12	15	25	29	-19*	6.9*	31	23	17	50
Cc1cc(=O)oc2cc(OCCCCOc3ccc(/C=C/C(=O)Nc4ccc(Cl)cc4)cc3)ccc12	109	87	98	131	100	66	82	100	82
COc1ccc2nc(SCC(=O)Nc3ccc(F)cc3)[nH]c2c1	77	83	68	99	76	68	90	84	67
COc1cc(C)cc(-c2[nH]ncc2-c2cc(NCCN3CCOCC3)nc(-c3cccnc3)n2)c1	109	107	103	91	108	96	100	97	84
C[C@]12CC[C@@H]3c4cc(-c5ccc(F)cc5)c(O)cc4CC[C@H]3[C@@H]1CC[C@@H]2O	75	59	80	61	54	64	71	65	40
CC(C)(C)c1ccc2c(c1)CN(Cc1ccc(Cl)cc1)CO2	104	101	101	110	99	.	98	98	97
CCCCCCCCCCCCCCCC[N+](C)(C)CCN(Cc1ccc(OC)cc1)c1ncccn1	-70*	105&72	-82*!	-100*!	-84*!	60&48	42	-100*!	-91*!
CN(C)c1ccc(C2=NN(c3ccc(S(N)(=O)=O)cc3)C(c3ccc(Cl)cc3)C2)cc1 (stereo not drawn)	58	.	74	74	51	79	78	45	50
CC#Cc1nc(Nc2cc(C)[nH]n2)c2ccccc2n1	-47*[100 µM]	20[100 µM]	9.1*[100 µM]	-100*[100 µM]	3.8*[100 µM]	-28*[100 µM]	2.1*[100 µM]	-75*[100 µM]	.
c1ccc2c(c1)cnc1ccccc12	121	101	103	129	110	111	102	102	82
CC1(C)CC[C@]2(c3nnc(-c4ccncc4)o3)CC[C@]3(C)C(=CC[C@@H]4[C@@]5(C)CCC(=O)C(C)(C)[C@@H]5CC[C@]43C)[C@@H]2C1	93	97	91	85	78	65	86	94	71
CC[N+](CC)=c1cc2oc3cc(N(C)C)ccc3nc-2cc1C	-56*	79	-28*	-9.8*	36	79	8.1*	33	-44*
CCCC(C)(O)C(C)CC (stereo not drawn)	113	114	114	112	109	99	107	112	.
Cc1ccc(Nc2nc(N)nc(CSCC(=O)N3CCCCC3)n2)cc1	97	100	103	118	109	106	101	104	97

Screening data deposited in PubChem by NCI.
